# Screening results (PubChem)
# Mdm2-MdmX inh: inhibitors of human Mdm2-MdmX association, primary screen, cell-based, luminescence, split luciferase, SaOS-2, uHTS. inhibition, % at 8 µM. Protein Mdm4 (Homo sapiens) + E3 ubiquitin-protein ligase Mdm2 (Homo sapiens), …. SaOS-2 split-luciferase Mdm2/MdmX complementation. hit rate 3% among 330,000;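 active = inhibition of at least 50% at 8 µM in the primary screen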
# 697 NFkB inh: inhibitors of PMA/ionomycin-induced NF-kB reporter, 697 cells, primary screen, B-cell NF-kB inhibitor project, cell-based, luminescence, uHTS; 697 B-cell NF-kB luciferase reporter, 16 h; inhibition, % at 4 µM; hit rate 0.33% among 330,000; AID 435022, 2010; in the data active = inhibition above about 35%
# APJ ag: agonists of human apelin receptor APJ, primary screen, CHO-K1 cells, PathHunter beta-arrestin, luminescence | 0% DMSO wells, 100% apelin | activation, % at 20 µM | hit rate 0.11% among 330,000 | AID 2520, 2010;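 active = activation more than six SD over the plate average, tested at 20 µM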;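 also: 0% = DMSO alone and 100% = apelin-13 at 10 nM; some results filed as inactive read as strong as hits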
# Target sequence (P35414 whole entry, looked up): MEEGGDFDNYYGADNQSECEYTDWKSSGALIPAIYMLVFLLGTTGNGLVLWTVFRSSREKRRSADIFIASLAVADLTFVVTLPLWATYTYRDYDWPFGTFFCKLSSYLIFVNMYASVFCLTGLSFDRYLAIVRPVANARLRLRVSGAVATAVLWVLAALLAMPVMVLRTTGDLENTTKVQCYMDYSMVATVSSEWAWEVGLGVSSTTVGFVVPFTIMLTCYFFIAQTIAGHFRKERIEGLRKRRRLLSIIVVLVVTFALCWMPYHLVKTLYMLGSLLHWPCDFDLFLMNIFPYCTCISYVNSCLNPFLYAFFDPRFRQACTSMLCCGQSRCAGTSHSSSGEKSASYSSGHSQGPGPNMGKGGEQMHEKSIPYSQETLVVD
#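 Test system: CHO-K1 APJ beta-arrestin complementation cell line. Amount: cell density 1000 per well. Controls: DMSO negative, 10 nM Apelin-13 positive. Signal: luminescent beta-gal fragment complementation, chemiluminescent substrate. Read-out basis: agonist-driven arrestin binding to APJ. Timing: compound stimulation 90 min at 25 °C, detection 60 min.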
# APJ antagonist: antagonists of human apelin receptor APJ, primary screen, CHO-K1 cells, beta-arrestin complementation, luminescence; P35414; inhibition, % at 20 µM; hit rate 0.32% among 330,000; AID 2521, 2010;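 active = inhibition above about 40% at 20 µM, limit read from the data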;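 also: cells challenged with 10 nM apelin-13 agonist together with compound; plate controls were apelin-13 plus DMSO wells for no effect and DMSO wells lacking apelin-13 for full effect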
# tim23-1 inh: growth inhibitors of tim23-1 mutant yeast, primary screen, luminescence, uHTS | inhibition, % at 20 µM | AID 463212, 2010 | hit rate 1.3% among 330,000 | S. cerevisiae tim23-1 growth, BacTiter-Glo luminescence, 24 h;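 active = growth inhibition of the mutant yeast at or above 50%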;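 also: temperature-sensitive mutant grown at 25 °C; plate controls were DMSO-treated mutant yeast for no effect and medium wells lacking yeast for full effect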
# XBP1 UPR activ: activators of adaptive XBP1 UPR arm, primary screen, cell-based, CHO-XBP1 luciferase reporter, luminescence, uHTS; AID 463104, 2010; activation, % at 20 µM; hit rate 0.33% among 330,000; IRE1-XBP1 UPR activation; percent of tunicamycin response, DMSO as zero;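 active = versus positive control, 20 µM dose yields 30% or more activation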;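 also: 100% = tunicamycin at 10 µg/mL and 0% = DMSO only wells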
#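 assay system = CHO-XBP1 luciferase reporter cells | amount = 1000 cells/well | buffer or medium = F12 plus 10% FBS | compound dosing = single point, 20 µM final compound, 1% DMSO | incubation = 16-18 h cell attachment at 37 °C, then 6 h compound exposure | detection = Steady-Glo luminescence read | controls = tunicamycin 10 µg/mL and vehicle-only wells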
# UPR CHOP act: activators of apoptotic CHOP UPR arm, primary screen, cell-based, CHO-CHOP luciferase reporter, luminescence, uHTS | UPR activation; percent of tunicamycin response over DMSO baseline | activation, % at 10 µM | hit rate 0.34% among 330,000 | AID 449763, 2010;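 active = at 10 µM dose, activation of 40% or more, normalized to positive control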;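 also: 100% = tunicamycin at 10 µg/mL and 0% = DMSO alone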
#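 Test system: CHO CHOP reporter cells. Input: 500 CHO-CHOP cells per well. Medium: F12 with 10% FBS. Technique: luciferase luminescence. Measure: percent activation relative to tunicamycin control. Dosing: 10 µM compound, 0.5% DMSO. Timing: 16-18 h cell attachment, then 6 h compound exposure, 37 °C.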
# Jurkat NFkB inh: inhibitors of induced NF-kB luciferase reporter, primary screen, TCR NF-kB activation inhibitor project, cell-based, luminescence, uHTS | Jurkat, PMA/ionomycin-induced NF-kB luciferase reporter | inhibition, % at 4 µM | hit rate 0.53% among 330,000; in the data active = inhibition above about 50%
# Starred values were filed as active, the others as inactive; . = not tested or not shown. An unsorted share of the library; any-hit rate near 5%.
mol	Mdm2-MdmX inh	697 NFkB inh	APJ ag	APJ antagonist	tim23-1 inh	XBP1 UPR activ	UPR CHOP act	Jurkat NFkB inh
CCc1cccc(N(C(=O)c2csnn2)C(C(=O)NC2CCCCC2)c2cccnc2)c1 (configuration not stated)	15	14	0	-9	10	-3	0.5	-12
CC1(C)NC(=O)N(CC(O)CN(Cc2ccccc2)Cc2ccccc2)C1=O (configuration not stated)	-8	-2	2	-4	13	1	-1.6	3
CC(CN1CCCCC1)OC(=O)CCc1ccccc1 (configuration not stated)	11	13	-2	4	5	-2	0.3	9
O=C(OCC(=O)N1CCN(C(=O)c2ccco2)CC1)c1sc2cc(F)ccc2c1Cl	-6	4	-4	6	9	-2	-2.0	2
COc1ccc(NC(=O)C(C)N(C)Cc2ccc3ccccc3c2)cc1 (configuration not stated)	13	9	-3	6	26	0	0.8	1
COc1ccccc1/C=N/n1nnnc1N	26	4	-1	7	-18	2	1.1	12
O=S(=O)(NC1CC1)c1ccc(S(=O)(=O)N2CCN3CCCC3C2)cc1 (configuration not stated)	9	4	0	12	-8	-2	-2.0	4
O=C(CSc1nc2ccccc2c(=O)n1CCCN1CCOCC1)N1CCN(c2ccccc2)CC1	18	-4	2	-14	6	2	1.0	11
CCc1cc(=O)oc2cc(C)cc(OCC(=O)NCCN3CCOCC3)c12	19	1	-5	-12	-11	-6	-1.1	7
O=C(O)c1ccccc1-c1ccccc1C(=O)Nc1ccccc1	11	-3	-6	22	-7	-2	0.1	3
O=C1CCN(Cc2ccc(Cl)cc2)N1	2	1	0	0	11	-6	1.6	-4
COC(=O)[C@@]1(Cc2ccccc2)[C@H]2C(=O)N(Cc3ccccc3)C(=O)[C@H]2[C@H]2CN=C(SCc3ccc(Cl)cc3)N21	99*	7	.	.	45	0	11	.
O=C(NCCN1C(=O)S/C(=C\c2ccc(Cl)c([N+](=O)[O-])c2)C1=O)C1=COCCO1	96*	-7	12	-27	14	-5	10	4
Cc1ccc(SCC(=O)Nc2cc(S(=O)(=O)N3CCCCC3)ccc2C)cc1	3	-14	2	1	26	-4	0.9	-11
CCc1ccc(N(C(=O)c2snc(C(N)=O)c2N)C(C(=O)NC2CCCC2)c2ccco2)cc1 (configuration not stated)	6	7	-1	0	25	-4	1.6	7
CCOc1ccc(NC(=O)c2cccc3c2C(=O)N(Cc2cccnc2)C3)cc1	11	-22	1	17	25	0	6.6	-24
CCCC(=O)Nc1ccc(S(=O)(=O)Nc2cc(C)nc(C)n2)cc1	-35	-86	6	12	9	-2	-0.3	-15
Cc1ccccc1OCC(=O)Nc1ccc([N+](=O)[O-])cc1	4	14	-3	20	14	-1	2.8	-6
O=C(CSc1nnc(-c2ccc(O)cc2)n1Cc1ccco1)c1cccs1	24	-7	0	-12	-5	-1	-0.5	-4
COc1ccc(S(N)(=O)=O)cc1C(=O)NCC(C)(C)N1CCCCC1	-13	6	-5	-15	4	1	2.0	8
Cc1ccc2c(c1)cc(C(=O)N[C@@H](Cc1ccccc1)C(=O)O)n2C	18	-12	-2	3	0	-1	1.0	6
Cc1ccc(C2C(C#N)=C(N)Oc3c2c(=O)n(C)c(=O)n3C)cc1 (configuration not stated)	3	-38	1	9	19	2	-0.7	-9
COc1ccccc1CN(C)CC(=O)Nc1cccc(S(=O)(=O)N2CCCCC2)c1	16	-20	2	0	27	-2	1.1	4
O=[N+]([O-])c1cccc(-c2nnc3ccc4ccccc4n23)c1	1	-7	-2	8	-11	-1	1.4	6
N#C/C(=C\c1c[nH]c2ccccc12)C(N)=O	27	5	-1	-4	-6	4	-0.6	-21
COc1ccc(Cc2nnc(NS(=O)(=O)c3ccc([N+](=O)[O-])cc3)s2)cc1	0	13	2	-6	2	-3	-2.6	-14
COC(=O)Cc1c(O)ccn(CCc2c[nH]c3ccccc23)c1=O	17	-7	-2	8	-1	0	-1.8	-7
CC1CCN(S(=O)(=O)c2cccc(C(=O)Oc3ccc([N+](=O)[O-])cc3)c2)CC1	10	-21	-4	12	30	-3	3.3	-5
COc1ccccc1C(=O)Nc1ccc(N2CCN(S(C)(=O)=O)CC2)cc1	4	-10	7	0	3	-1	4.4	-11
NC(=O)C1CCCN(C(=O)c2ccc(S(=O)(=O)N3CCCCCC3)cc2)C1 (configuration not stated)	13	18	-4	18	-3	-1	1.5	-5
Cc1ccc(C(=O)N/C(=C\c2ccccc2)C(=O)NCCN2CCOCC2)cc1	18	-6	-1	13	7	-2	-2.1	1
Cc1ccc(S(=O)(=O)N2[C@@H](c3ccc(Br)cc3)C(C(=O)O)=CC[C@H]2c2ccc(Cl)c(Cl)c2)cc1	12	6	-3	15	41	-3	3.6	6
CC(=O)Nc1c(F)cc(Br)cc1F	2	5	-5	-14	-16	-3	0.0	-13
COc1ccc(-n2c(SC(C)C(=O)Nc3ccc(NC(C)=O)cc3)nc3ccccc3c2=O)cc1OC (configuration not stated)	2	6	0	8	3	-5	0.7	-11
CCCCn1c(=O)n(CC(=O)Nc2ccc(C)c(Cl)c2)c(=O)c2c1ncn2Cc1ccco1	22	2	-1	4	0	-6	-0.5	-13
COc1cc(OC)cc(C(=O)Nc2nnc(NC(=S)Nc3ccccc3)s2)c1	31	-84	0	13	9	-2	-0.7	-14
COc1ccc(C2=NS(=O)(=O)N(C)C(C(=O)NC(C)c3ccccc3)=C2)cc1OC (configuration not stated)	-12	1	-3	-32	-1	-1	-0.9	-17
Cc1cc(=O)oc(C)c1C(=O)N[C@@H]1CCCCNC1=O	8	19	2	1	0	-4	-0.9	6
CCOC(=O)C1CCCN(C(=O)c2cc3c(=O)n4ccccc4nc3s2)C1 (configuration not stated)	-1	-6	-3	-25	19	-2	2.9	-4
Cn1c(C=O)c(C#CC(C)(C)O)c2ccccc21	30	10	-3	4	61*	2	1.1	-13
CCCc1ccc(C(=O)CCC(=O)O)cc1	-20	-3	-1	10	16	-2	-1.7	-6
CCCCN1Cc2cc(C(=O)c3cc(F)ccc3O)cnc2NC1=O	4	24	0	14	21	-1	-0.1	18
CCOc1ccc(-n2c(N)c(-c3nc4ccccc4n3C)c3nc4ccccc4nc32)cc1	63*	-24	-3	-18	32	21	27	12
O=C(Nc1ccc2nccnc2c1)c1ccco1	-5	-19	-3	3	41	-1	1.1	-26
Cc1cc(C(=O)OCC(=O)N2CCCCCC2)ccc1[N+](=O)[O-]	-7	21	-3	3	15	1	3.6	3
O=C(NCCCn1ccnc1)c1nn2c(C(F)(F)F)cc(-c3ccccc3)nc2c1Cl	4	2	3	5	4	1	0.8	-18
CCN1CCN(C(c2cccs2)C(C)NC(=O)CC(C)C)CC1 (configuration not stated)	-10	10	-5	5	-12	1	2.1	16
Cc1ccc(C)c(CN2C(=O)C3(OCCCO3)c3ccccc32)c1	1	-12	0	3	35	-3	-0.5	-11
O=C(CCc1nc(-c2ccc(Cl)cc2)no1)NCC1CCCO1 (configuration not stated)	28	8	-3	0	-5	-3	0.0	-7
O=C(O)CC/C(=N\NC(=O)c1ccc(F)cc1)c1ccc(Br)cc1	28	3	-3	1	10	-2	-0.1	3
Cc1ccc(C)c(C(=O)CCC(=O)NNC(=O)Cn2nc(C)cc2C)c1	28	9	2	22	15	-2	0.1	0
COc1ccc(S(=O)(=O)N2CCOC2CNC(=O)C(=O)NCc2ccccc2Cl)cc1 (configuration not stated)	20	16	-2	-4	15	-8	0.9	19
Cc1ccc(N2C(=O)C3CCC(C)(C2=O)C3(C)C)cc1 (configuration not stated)	-26	0	-2	15	15	-2	1.9	-5
CC(C)Cn1cc(F)c(=O)n(CC(C)C)c1=O	5	6	0	11	7	-1	3.0	4
CC(C)(C)[C@H]1COC(=O)CC/C=C\C[C@@H](CC(=O)N(CCO)Cc2ccccc2)C(=O)N1	8	4	-4	5	2	3	2.2	-8
CCN(CCO)c1nc(NCc2ccccc2)c2cnn(C)c2n1	9	-15	-2	-5	18	-4	-1.6	-1
Cc1ccc(OCC(=O)N2N=C(c3cccnc3)CC2(O)C(F)(F)F)cc1C (configuration not stated)	3	9	-4	-13	43	-5	1.0	3
CCc1ccc(Nc2cnn(C34CC5CC(CC(CC(=O)O)(C5)C3)C4)c(=O)c2Cl)cc1	16	19	-2	1	-2	-3	1.1	17
CCc1ccc(NC(=O)CN(c2ccccc2)S(=O)(=O)N(C)C)cc1	-31	6	-4	-14	27	0	0.9	-11
COc1ccccc1Oc1ccc(S(=O)(=O)N2CCCCC2C)cc1 (configuration not stated)	-1	-17	-1	-7	24	5	1.1	-26

# Other records follow.
mol	Mdm2-MdmX inh	697 NFkB inh	APJ ag	APJ antagonist	tim23-1 inh	XBP1 UPR activ	UPR CHOP act	Jurkat NFkB inh
CCn1ccc(C(=O)NCCCN2CCCC2=O)n1	18	8	1	1	-10	-4	-2.6	11
Cc1cc(C)cc(-n2ccn(CC(=O)NCCc3ccccc3)c(=O)c2=O)c1	-9	-19	-5	15	2	0	-0.3	-8
Cc1csc(NC(=O)c2ccc(OCC3CCCO3)cc2)n1 (configuration not stated)	-127	29	-2	-1	-10	-4	-2.7	-80
O=C(NN1C(=O)NC2(CCCCC2)C1=O)c1cc(F)cc(F)c1	-6	4	-4	12	11	-2	2.9	17
c1ccc2cc(OCc3nc4ccccc4[nH]3)ccc2c1	-86	-159	-3	16	52*	2	1.6	-111
COCCNC(=O)/C(C#N)=C1\N=C(NC(=O)c2cccs2)c2ccccc21	-3	-6	4	-65	13	0	2.2	17
COC(=O)C1=C(C)N(CCc2c[nH]c3ccccc23)C(=O)/C1=C\N(C)C	8	27	-1	6	20	0	-0.8	-7
CC(=O)CCn1cnc([N+](=O)[O-])n1	11	12	-7	5	9	0	-2.6	14
O=C1Nc2ccccc2C1C(C[N+](=O)[O-])c1ccccn1 (configuration not stated)	18	-1	-1	-7	-4	0	2.2	7

# Complete entries, looked up by structure. Values in the order: Mdm2-MdmX inh, 697 NFkB inh, APJ ag, APJ antagonist, tim23-1 inh, XBP1 UPR activ, UPR CHOP act, Jurkat NFkB inh
# `COCCNC(=O)/C(C#N)=C1\N=C(NC(=O)c2cccs2)c2ccccc21` is listed as -3, -6, 4, -65, 13, 0, 2.2, 17
# `CC(=O)CCn1cnc([N+](=O)[O-])n1` is listed as 11, 12, -7, 5, 9, 0, -2.6, 14

# 3 compounds from above, arranged by the number in XBP1 UPR activ, low to high.
SMILES,Mdm2-MdmX inh,697 NFkB inh,APJ ag,APJ antagonist,XBP1 UPR activ,Jurkat NFkB inh
O=C1CCN(Cc2ccc(Cl)cc2)N1,2,1,0,0,-6,-4
COc1ccccc1/C=N/n1nnnc1N,26,4,-1,7,2,12
CC(C)(C)[C@H]1COC(=O)CC/C=C\C[C@@H](CC(=O)N(CCO)Cc2ccccc2)C(=O)N1,8,4,-4,5,3,-8
